LDHA block = blocks human lactate dehydrogenase A. P00338. purified LDHA, NADH/diaphorase-resazurin fluorescence; active compounds read low. AID 1347041. activity change, % (values are at about 110 or 230 µM). hit rate 0.15% among 480,000; in the data active = activity change below about -30%; inconclusive = mostly about -25% to -30%;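 note: plate controls were DMSO wells for no effect and wells without enzyme for full effect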
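Human LDH5 (2 nM) was incubated with 0.06 mM NADH and 0.2 mM pyruvate for 5 min at room temperature in Tris pH 7.4. Remaining NADH was coupled through diaphorase/resazurin, and resorufin fluorescence was read at 0 and 20 min.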
Pol eta inh = inhibitors of human DNA polymerase eta. Q9Y253. recombinant Pol eta, fluorescent DNA replication assay. Potency, µM (top dose mostly 114 µM), without a hit: top-dose activity change, negative = inhibition, usual class: inhibitors. hit rate 1.2% among 390,000; note: potency is the fitted concentration of half-maximal effect; % is set by controls: 0 for no effect and ±100 for the full control effect
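Pol eta at 10 nM preincubated with compounds 15 min at room temperature; reaction started with fluorescent substrate (50 nM final) and read kinetically at 0 and 10 min.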
POLB inh = DNA polymerase beta (human) inhibition; Pol beta primer extension/strand displacement, fluorescence kinetic; Potency, µM (doses to about 114 µM), without a hit: at the highest dose activity change, negative = inhibition, most hits filed as inhibitors; hit rate 1.3% among 340,000; AID 485314; note: potency is the fitted concentration of half-maximal effect; % is set by controls: 0 for no effect and ±100 for the full control effect
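Pol beta (10 nM) was preincubated with compound for 15 min at room temperature. The reaction was then started with 50 nM substrate and read immediately and after a further 10 min at room temperature.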
12-LOX inh = ALOX12 (human) lipoxygenase inhibition | Potency, µM (highest dose often 108 µM), for the others: at the top dose activity change, negative = inhibition, usual class: inhibitors | purified 12hLO, xylenol orange hydroperoxide absorbance | hit rate 1.1% among 580,000; note: potency is the fitted concentration of half-maximal effect; % is set by controls: 0 for no effect and ±100 for the full control effect
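Hydroperoxide product was detected by ferrous iron/xylenol orange as the 573 to 405 nm absorbance ratio. Arachidonic acid at 40 uM (final) was turned over for 30 min at room temperature by 150 nM human 12hLO, pH 7.0 Hepes buffer, after 15 min compound preincubation.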
ERG Ets-DNA blk = blocks human ERG Ets domain binding to DNA; AID 624246; Potency, µM (series often up to 76.9 µM), inactives show top-dose FP activity, negative = inhibition, hits mostly inhibitors; hit rate 0.028% among 370,000; P11308; fluorescence polarization, His-ERG Ets domain / labelled DNA; active = well fitted inhibition curve with a large enough effect in the polarisation, with a control signal flat; inconclusive = small, poorly fitted or top-dose-only effect, or effect the other way, or a change in a side signal; inactive = no such curve, though single readings can be large or run the other way; the % refers to the polarisation;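 note: polarization taken with two DNA probes labelled with fluorescein and Texas red; potency is the fitted concentration of half-maximal effect; % of control where 0% means no effect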
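His-tagged ERG Ets domain (1 uM in the protein solution; 300mM KCl, 50mM Tris-HCl, 1mM EDTA, 1mM DTT, pH 7.5) received compound, then a probe mix of 5 nM fluorescein-DNA and 100nM Texas-615-DNA. Fluorescence polarization was read for both dyes.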
Apoferritin bind = binds horse apoferritin like a general anesthetic; hit rate 0.074% among 350,000; P02791; apoferritin/1-aminoanthracene competitive binding, fluorescence; Potency, µM (series often up to 77.5 µM), without a hit: at the highest dose activity change, negative = displacement, actives largely listed as inhibitors; note: potency is the fitted concentration of half-maximal effect; % is set by controls: 0 for no effect and ±100 for the full control effect; nearly all actives have a fitted effect of over 20% in size
Target sequence (P02791 2-175 limits assumed): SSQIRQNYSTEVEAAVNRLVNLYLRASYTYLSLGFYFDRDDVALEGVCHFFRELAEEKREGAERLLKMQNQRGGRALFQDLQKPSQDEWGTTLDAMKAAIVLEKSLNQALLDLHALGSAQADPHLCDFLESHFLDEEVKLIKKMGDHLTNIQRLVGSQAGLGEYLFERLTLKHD
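Probe: 1-aminoanthracene (50% saturated, PBS). Protein: horse-spleen apoferritin, 10 uM. Incubation: 10 min, room temperature. Detection: 380 nm excitation, 535 nm emission. Analysis: normalized response, four-parameter Hill.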
APEX1 inh = APE1 (human) endonuclease inhibition. P27695. recombinant APE1, TAMRA/BHQ-2 abasic DNA cleavage fluorescence. Potency, µM (top dose mostly 65.8 µM), for inactives: top-dose activity change, negative = inhibition, usual class: inhibitors. hit rate 0.35% among 350,000;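 note: potency is the fitted concentration of half-maximal effect; plate controls were vehicle for no effect and reference inhibitor for full effect; nearly all actives have a fitted effect of over 55% in size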
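0.75 nM APE1 + cpd, 15 min RT; start w/ 50 nM TAMRA/BHQ-2 THF-abasic dsDNA; kinetic fluor 525/598 nm ×3 reads @60 s; Δ(read3−read1); normalized to DMSO and NSC13755 control wells.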
Pol kappa inh = inhibitors of human DNA polymerase kappa; Q9UBT6; purified Pol kappa, fluorescent DNA synthesis assay, 10 min; Potency, µM (series often up to 107 µM), inactives show at the highest dose activity, negative = inhibition, most hits filed as inhibitors; hit rate 0.53% among 400,000; AID 588579; note: potency is the fitted concentration of half-maximal effect; % is set by controls: 0 for no effect and ±100 for the full control effect
Target sequence (Q9UBT6 whole entry, looked up): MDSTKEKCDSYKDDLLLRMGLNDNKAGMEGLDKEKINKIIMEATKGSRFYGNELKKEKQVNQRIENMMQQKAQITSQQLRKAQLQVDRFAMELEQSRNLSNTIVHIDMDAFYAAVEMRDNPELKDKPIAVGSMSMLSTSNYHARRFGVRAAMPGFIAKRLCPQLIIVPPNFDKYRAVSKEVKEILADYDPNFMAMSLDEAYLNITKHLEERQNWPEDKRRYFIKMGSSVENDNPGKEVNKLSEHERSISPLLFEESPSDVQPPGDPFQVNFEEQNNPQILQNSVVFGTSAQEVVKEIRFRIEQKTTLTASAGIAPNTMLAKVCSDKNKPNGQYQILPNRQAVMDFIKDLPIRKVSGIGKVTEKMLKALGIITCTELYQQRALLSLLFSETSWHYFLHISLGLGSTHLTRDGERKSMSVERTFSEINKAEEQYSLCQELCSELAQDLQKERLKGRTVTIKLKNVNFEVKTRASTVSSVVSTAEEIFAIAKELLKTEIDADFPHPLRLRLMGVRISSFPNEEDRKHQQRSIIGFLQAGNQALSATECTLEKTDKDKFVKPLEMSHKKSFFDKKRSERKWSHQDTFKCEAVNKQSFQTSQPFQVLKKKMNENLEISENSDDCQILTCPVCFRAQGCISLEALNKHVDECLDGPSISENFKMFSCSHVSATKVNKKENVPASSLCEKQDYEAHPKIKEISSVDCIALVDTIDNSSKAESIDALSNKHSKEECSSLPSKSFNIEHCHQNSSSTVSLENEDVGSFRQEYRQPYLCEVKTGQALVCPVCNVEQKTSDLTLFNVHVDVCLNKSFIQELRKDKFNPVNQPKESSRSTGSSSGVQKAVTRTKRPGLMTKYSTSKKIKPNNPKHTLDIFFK
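Inhibition of 10 nM Pol kappa is measured by a fluorescent read-out at 0 and 10 min following addition of 50 nM substrate (final), with a 15-min room-temperature compound preincubation.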
RGS4 inhibitor = human RGS4 inhibition; Transcreener GDP fluorescence polarization, RGS4-accelerated GTP hydrolysis; AID 504845; Potency, µM (highest dose often 114 µM), for the others: at the highest dose activity change, negative = inhibition, most hits filed as inhibitors; hit rate 0.039% among 390,000; P49798; note: potency is the fitted concentration of half-maximal effect; % is set by controls: 0 for no effect and ±100 for the full control effect; nearly all actives have a fitted effect of over 75% in size; some results filed as inactive show a strong effect at the top dose
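MLSMR compounds (23 nl, pin-transferred) preincubated 10 min at room temperature with a 500nM (2x) first reagent, then RGS4 at 900nM (2x) plus Transcreener GDP mix added; fluorescence polarization (620/688 nm) read before and after 90 min at 30 °C.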
Active calls of the source: *; ? = inconclusive; nt = no result given; [ ] = another dose, or the depositor's remark. Unless noted, calls come from the whole dose curve; as a rule, active = well fitted curve in the direction sought with a large enough effect; inconclusive = small, poorly fitted or top-dose-only effect, or another doubt; inactive = no such curve, though single readings can be large; an effect the other way counts as inactive or inconclusive.

SMILES	LDHA block	Pol eta inh	POLB inh	12-LOX inh	ERG Ets-DNA blk	Apoferritin bind	APEX1 inh	Pol kappa inh	RGS4 inhibitor
Cc1cccc2cc(CN(Cc3ccccc3)C(=O)N(C)C)c(=O)[nH]c12	-3	0%	24%	-5%	4%	2%	-2%	-18%	49%
CCOc1ncccc1C(=O)OCc1cn2cc(Cl)ccc2n1	-5	-3%	15%	?	-12%	-13%	-1%	5%	-32%[56.9 µM]
O=c1c2c(ncn2C2CCCC2)n(Cc2ccccc2)c(=O)n1CCOc1ccccc1	-1	-27%	3%	11%	-21%	82%[activator]	10%	-5%	-19%
C[C@]12c3[nH]c4ccc(Cl)cc4c3CCN1C(=O)[C@@H](CC(=O)NCCN1CCOCC1)C[C@@H]2C(=O)N1CCCCC1	-3	-20%	nt	20%	-5%	nt	11%	-2%	-24%
CCOc1ccccc1Nc1ncnc2c1cnn2-c1ccc(C)cc1	3	-14%	-6%	-29%	1%	-3%	nt	-9%[60.1 µM]	-23%
COc1cc(N2CCCC2)c(OC)cc1/C=C1/NC(=S)NC1=O	16	?	3%	?	nt	0%	1%	-11%	?
CCCCCc1cc(=O)[nH]c(=S)[nH]1	1	-21%	85%	?	1%	-11%	7%	-5%	3%
Cc1cccc(NC(=O)CN2C(=O)N/C(=C\c3ccccc3OCc3ccc(C(=O)O)cc3)C2=O)c1	-14	?	50µM*	23%	0%	0%	77%[activator]	?	-11%
O=C(Oc1ccccc1)c1cccc(COC(=O)c2cnccn2)c1	6	-7%	1%	3%	-4%	-12%	-2%	9%	-16%
COCCn1c(SCC(=O)Nc2ccccc2OC)nc2c(oc3ccccc32)c1=O	-7	9%	3%	-3%	-3%	-19%	-3%	-13%	-12%
Cc1ccc2nc(-c3cccc(Br)c3)cc(C(=O)NC3CC3)c2c1	-6	-17%	3%	0%	-8%	-7%	7%	-3%	-19%
NC(=O)Nc1ccc(Cl)cc1	-16	-19%	12%	24%	3%	-3%	-2%	7%	3%
N#Cc1c(NC(=O)c2cccnc2)sc2c1CCC2	0	?	-16%	?	8%	-14%	-2%	-31%	-33%
c1ccc(-c2nc(N3CCCCC3)nc3ccccc23)cc1	-2	-17%	-23%	22%	0%	18%	8%	-8%	18%
COc1ccccc1-n1cnnc1SCC(=O)NC1CCS(=O)(=O)C1 (centres undefined)	-5	-13%	-16%	-8%	11%	0%	-5%	4%	-11%
COCc1cc(=O)[nH]c(-c2ccccc2)n1	1	-7%	46%[activator]	-3%	10%	-5%	14%	18%	-3%[11.4 µM]
Cc1ccc(NC(=O)Nc2ccc3nc(N4CCN(C)CC4)cc(C)c3c2)cc1F	2	-13%	0%	?	-5%	-5%	nt	-14%	-30%
COCCn1c(SCC(=O)c2cc(C)ccc2C)nc2cc(C(=O)NC3CCCC3)ccc2c1=O	-1	-7%	3%	-11%	1%	5%	nt	-10%	6%
COc1ccccc1CN1CCNC(=O)C1CC(=O)NCCOc1cccnc1 (centres undefined)	7	-17%	29%	-1%	6%	-3%	8%	3%	2%
CCCCNC(=O)C(C)N(CCN(C)C)C(=O)CCCCCN1C(=O)NC(c2ccc(Cl)cc2)C(C(=O)OCc2ccccc2)=C1C (centres undefined)	0	-9%	nt	?	-2%	nt	-1%	-15%	13%

An excerpt from above, reduced to POLB inh, Pol kappa inh and APEX1 inh:
structure	POLB inh	Pol kappa inh	APEX1 inh
O=C(Oc1ccccc1)c1cccc(COC(=O)c2cnccn2)c1	1%	9%	-2%
NC(=O)Nc1ccc(Cl)cc1	12%	7%	-2%

Another view of 4 compounds above.
mol: NC(=O)Nc1ccc(Cl)cc1
  LDHA block: -16	Pol eta inh: -19%	POLB inh: 12%	12-LOX inh: 24%	ERG Ets-DNA blk: 3%	Apoferritin bind: -3%	APEX1 inh: -2%	Pol kappa inh: 7%	RGS4 inhibitor: 3%
mol: N#Cc1c(NC(=O)c2cccnc2)sc2c1CCC2
  LDHA block: 0	Pol eta inh: ?	POLB inh: -16%	12-LOX inh: ?	ERG Ets-DNA blk: 8%	Apoferritin bind: -14%	APEX1 inh: -2%	Pol kappa inh: -31%	RGS4 inhibitor: -33%
mol: c1ccc(-c2nc(N3CCCCC3)nc3ccccc23)cc1
  LDHA block: -2	Pol eta inh: -17%	POLB inh: -23%	12-LOX inh: 22%	ERG Ets-DNA blk: 0%	Apoferritin bind: 18%	APEX1 inh: 8%	Pol kappa inh: -8%	RGS4 inhibitor: 18%
mol: COc1ccccc1-n1cnnc1SCC(=O)NC1CCS(=O)(=O)C1 (centres undefined)
  LDHA block: -5	Pol eta inh: -13%	POLB inh: -16%	12-LOX inh: -8%	ERG Ets-DNA blk: 11%	Apoferritin bind: 0%	APEX1 inh: -5%	Pol kappa inh: 4%	RGS4 inhibitor: -11%

Remaining list, next part
SMILES	LDHA block	Pol eta inh	POLB inh	12-LOX inh	ERG Ets-DNA blk	Apoferritin bind	APEX1 inh	Pol kappa inh	RGS4 inhibitor
COC(=O)c1cc2occc2n1Cc1nc(-c2cccc(Br)c2)oc1C	-1	-11%	2%	-29%	-1%	5%	nt	1%	-34%
O=C(Nc1cccc(Cl)c1N1CCOCC1)c1ccco1	1	-13%	-1%	?	-5%	3%	-12%	-2%	8%
COC(=O)Cn1c(=O)c2cccn2c2cccnc21	-2	nt	-4%	-23%	2%	-1%	nt	-10%	-36%
COCCn1c(SCC(=O)Nc2cc(C)cc(C)c2)nc2ccccc2c1=O	-7	-8%	-2%	0%	5%	-10%	15%	-7%	23%
COc1ccc(Oc2cc(C(F)(F)F)nc(N(C)C)n2)cc1	3	-17%	8%	1%	9%	-11%	-4%	0%	-10%
Cc1ccc(CC(CC(=O)O)C(=O)NCC23CC4CC(CC(C4)C2)C3)cc1 (centres undefined)	-8	3%	-8%	-15%	0%	-2%	22%	-15%	-13%
CCc1cccc(CC)c1NC(=S)NCc1ccc2c(c1)OCO2	-4	-9%	43%	?	-9%	-10%	11%	2%	-8%
COc1ccc(CNc2ncnc3c2cnn3-c2ccc(C)c(C)c2)cc1	-10	-9%	9%	-25%	6%	1%	nt	-11%[60.1 µM]	18%
COc1cc(CC(=O)Nc2ccc(S(=O)(=O)NC3=NCCCCC3)cc2)cc(OC)c1OC	0	-14%	5%	-8%	2%	-7%	-3%	8%	-5%
CCN(CC)c1ccc(NC(=O)c2ccc3c(c2)OCO3)cc1	2	-16%	-20%	?	2%	-17%	19%	5%	-28%
CC(=O)N1c2ccccc2[C@@H](C)[C@@H]1C	5	-8%	nt	0%	16%	nt	61%[activator]	3%	3%
COc1ccc(C2(C)NC(=O)N(CC(=O)NCc3ccccc3F)C2=O)cc1 (centres undefined)	-4	8%	48%	-16%	3%	-3%	7%	-14%	2%
O=[N+]([O-])c1cccc(/C=N/NC2=NS(=O)(=O)c3ccccc32)c1	-2	-8%	-21%	7%	-24%	-5%	0%	-12%	?
CCCC(=O)N=C1SC2CS(=O)(=O)CC2N1c1ccc(-c2nc3ccc(C)cc3s2)cc1 (centres undefined)	-3	-19%	8%[57.1 µM]	-8%	-2%	-7%	1%	-2%	0%
COc1ccc(C(=O)NCC(C)C)c(OC)c1	2	6%	-10%	0%	-7%	-1%	7%	-12%	14%
COc1ccccc1/C=C1\SC(=S)N(CCC(=O)NC2=NCCS2)C1=O	-12	-11%	1%	-16%	1%	-1%	3%	-7%	-7%
COC(=O)c1cc2oc3ccccc3c2n1CC(=O)Nc1ccc(F)c(Cl)c1	-12	nt	14%	-22%	-7%	3%	nt	-4%	43%
O=S(=O)(Cc1ccccc1)N1CCN(Cc2ccc(Br)cc2)CC1	-19	-6%	-8%	?	-13%	-7%	5%	-6%	12%
Cc1ccc(C(=O)N/C(=C\c2cn(S(=O)(=O)N(C)C)c3ccccc23)C(=O)N2CCCC2)cc1	-1	-16%	6%	?	-8%	-12%	18%	-6%	11%
COc1ccc(S(=O)(=O)N2CCCCCC2)cc1C(=O)N(C)CCOc1ccccc1	-3	-24%	nt	6%	-6%	nt	48%	1%	6%
O=C1c2oc3ccccc3c(=O)c2C(c2cccc(O)c2)N1c1ccccn1 (centres undefined)	-6	-10%	31%	?	1%	-5%	-2%	-21%	28%
Cc1c(C(=O)NCC2CCCO2)oc2ccccc12 (centres undefined)	-2	-7%	nt	342%[activator]	-3%	nt	33%	-6%	-20%
COCCCn1c(SCC(N)=O)nnc1-c1ccccc1	-5	-6%	3%	2%	4%	-6%	7%	14%	-2%
COc1cccc(OC(=O)CSc2nnc(-c3cccs3)o2)c1	4	-11%	?	-24%	-3%	-21%	nt	-5%	-28%

Only part of the results is shown (hit frequency here may not be typical).
